# PGE2 EP2 inh: EP2 receptor (human) inhibition | C6 glioma cells expressing human EP2, cAMP TR-FRET; cells stimulated with saturating PGE2 | inhibition, % at 25 µM | hit rate 0.52% among 260,000;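 active means percent inhibition above 40 after rounding to a whole number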;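 further: rat C6 glioma host cells with rolipram phosphodiesterase inhibitor present; the protocol text gives 20 µM as final concentration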
# Target sequence (P43116 whole entry, looked up): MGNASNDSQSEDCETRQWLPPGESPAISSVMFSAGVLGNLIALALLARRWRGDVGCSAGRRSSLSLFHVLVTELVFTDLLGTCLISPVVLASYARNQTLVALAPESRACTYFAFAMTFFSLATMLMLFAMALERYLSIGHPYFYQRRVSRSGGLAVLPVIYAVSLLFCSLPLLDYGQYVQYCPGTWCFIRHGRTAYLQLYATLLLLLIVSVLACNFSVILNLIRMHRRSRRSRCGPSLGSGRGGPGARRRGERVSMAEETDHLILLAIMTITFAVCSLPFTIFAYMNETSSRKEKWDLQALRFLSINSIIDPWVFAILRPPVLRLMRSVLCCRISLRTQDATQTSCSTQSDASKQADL
# CHOP inh: CHOP inhibition in unfolded protein response. CHO-K1 CHOP-promoter luciferase, tunicamycin-induced, 15-18 h. inhibition, % at 10 µM. hit rate 3.8% among 220,000. AID 2732;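 active means compounds that reduced the stress-induced luciferase reporter signal by more than about 70% of percent inhibition, limit read from the data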;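 further: 0% = tunicamycin plus vehicle and 100% = wells without tunicamycin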
# EP2 mod: modulates human prostaglandin E2 receptor EP2 signaling; P43116; induction, % at 25 µM; EP2-expressing cells, cAMP HTRF FRET, PGE2 co-stimulation; hit rate 0.83% among 260,000;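 active means compounds whose cAMP rise, as percent of the full-agonist control response, exceeds 60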;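 further: rat C6 glioma line stably carrying human EP2 under a CMV promoter; the protocol text gives 20 µM as final concentration; 100% = response of wells given 1 µM PGE2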
# PPC-1+TRAIL kill: compounds killing PPC-1 cancer cells with TRAIL present (potentiator screen, no TRAIL-free arm); PPC-1 cells + TRAIL, ATPLite viability luminescence; cell killing (% activity), % at 4 µM; hit rate 0.41% among 220,000;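 active means cell killing above 50% in the first pass at 4 µM, then a duplicate retest at 5 µM averaging 50% or more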;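 further: plate controls were cells with TRAIL plus DMSO for no effect and medium-only wells lacking cells for full effect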
# TRPML3 agonist: agonists of human TRPML3 channel | Q8TDD5 | activation, % at 3 µM | hit rate 0.29% among 220,000 | HEK293 TRPML3-YFP, Fluo-8 calcium fluorescence; 100% = the carbachol control signal;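 active means activation above its plate's cutoff, the mean activation of the plate's test wells plus 3 SD, cut at about 12% in these data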;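 further: 0% = DMSO only wells and 100% = carbachol wells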
#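 Test system: HEK293 cells stably carrying human TRPML3-YFP; Doses: single dose, 3 µM final nominal compound, 0.3% DMSO final; Schedule: dye loading 1 h 37 °C then 30 min ambient, 125 s read; Technique: Fluo-8 calcium fluorescence; Benchmarks: high control carbachol 87 µM, low control DMSO.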
# TRPN1 ag: zebrafish TRPN1 (NompC) channel agonism. HEK293 zebrafish TRPN1-YFP, Fluo-8 calcium fluorescence; 100% = response to 87 µM carbachol. activation, % at 3 µM. hit rate 0.18% among 220,000;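 active means activation above its plate's cutoff, the mean activation of test wells on that plate plus 3 SD, cut at about 19% in these data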;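 further: 0% = DMSO alone and 100% = 87 µM carbachol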
#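 System: zebrafish TRPN1-YFP in HEK293 cells / Dosing: 3 µM single point / Timing: dye loading 1 h at 37 °C, then 30 min room temperature / Signal: Fluo-8 calcium fluorescence, excitation 470-495 nm, emission 515-575 nm / Read-out basis: percent activation from peak over basal fluorescence ratio, control-normalized / Control set: high carbachol 87 µM, low DMSO alone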
# NPY1 pot ag: potentiates or activates human NPY-Y1 receptor. P25929. NPY-Y1 expressing cells, potentiator/agonist activation. activation, % at 3.6 µM. hit rate 0.37% among 220,000. AID 1304; in the data active means activation above about 33%, passing the limit was not always enough;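 further: cells stimulated with NPY at EC10 then isoproterenol at EC100; 0% = low agonist plus stimulus and 100% = saturating agonist plus stimulus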
# Target sequence (P25929 whole entry, looked up): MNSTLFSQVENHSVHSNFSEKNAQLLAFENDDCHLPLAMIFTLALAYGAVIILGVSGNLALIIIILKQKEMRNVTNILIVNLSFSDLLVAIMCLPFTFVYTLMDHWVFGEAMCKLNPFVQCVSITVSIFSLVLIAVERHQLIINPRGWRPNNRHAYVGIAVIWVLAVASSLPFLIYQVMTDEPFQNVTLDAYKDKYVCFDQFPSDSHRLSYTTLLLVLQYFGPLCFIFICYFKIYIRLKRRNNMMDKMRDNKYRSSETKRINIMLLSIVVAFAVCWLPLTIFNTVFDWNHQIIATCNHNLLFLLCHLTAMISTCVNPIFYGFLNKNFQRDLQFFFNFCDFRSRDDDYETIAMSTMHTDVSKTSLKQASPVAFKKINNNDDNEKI
# NPY Y1 blocker: blocks the human neuropeptide Y Y1 receptor. P25929. HEK293-CNG Y1 cells, membrane potential fluorescence; NPY at EC95, then isoproterenol. inhibition, % at 3.6 µM. hit rate 1% among 200,000;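 active means inhibition above the campaign mean inhibition of all tested compounds plus 3 SD, cut at about 20% in these data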;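 further: 0% = DMSO wells given NPY plus isoproterenol and 100% = isoproterenol alone without NPY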
#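 Test system – HEK293 Y1/CNG channel cell line · Also added – NPY agonist 25 nM, then isoproterenol 1 µM plus Ro 20-1724 25 µM · Compound dosing – one concentration, 3.6 µM, in 0.4% DMSO · Schedule – compound incubation 1 h at room temperature, readout 45 min post-stimulation · Technique – fluorescence, membrane potential probe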
# 14-3-3 Bad PPI: disrupts binding of bovine 14-3-3 zeta to phospho-Bad peptide. TR-FRET 14-3-3zeta/Dy647-pBad peptide displacement, 1 h. AID 781. hit rate 0.71% among 220,000. P63103. inhibition, % at 21.7 µM;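 active means inhibition above about 70%, limit read from the data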;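 further: 0% = full 14-3-3 plus peptide FRET controls and 100% = background without 14-3-3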
# Target sequence (P63103 whole entry, looked up): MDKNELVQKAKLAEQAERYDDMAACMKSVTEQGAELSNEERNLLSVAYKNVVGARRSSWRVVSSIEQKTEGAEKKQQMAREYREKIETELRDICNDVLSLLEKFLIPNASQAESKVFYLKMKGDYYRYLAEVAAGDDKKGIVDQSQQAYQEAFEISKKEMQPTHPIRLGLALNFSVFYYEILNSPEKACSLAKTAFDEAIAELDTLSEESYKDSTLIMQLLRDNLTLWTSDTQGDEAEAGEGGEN
# Starred values were filed as active, the others as inactive; x = no result given; [ ] = remark or other dose. Some of the compounds tested; count on the stated rates, not on these rows.
SMILES,PGE2 EP2 inh,CHOP inh,EP2 mod,PPC-1+TRAIL kill,TRPML3 agonist,TRPN1 ag,NPY1 pot ag,NPY Y1 blocker,14-3-3 Bad PPI
COc1ccc(N2C(=O)C3CCCN3C2c2cc(OC)c(OC)cc2OC)cc1 (configuration not stated),-0.4,-5.9,16.9,19.9,0.2,0.1,5.1,-0.5,2.7
Cc1nn2c(=S)[nH]nc2[nH]c1=O,5.1,13.7,22.4,3.5,1.0,0.0,7.9,1.7,-21.3
O=C(NCc1ccc2c(c1)OCO2)c1ccc(S(=O)(=O)N2CCCCC2)cc1,1.8,34.7,-5.5,35.8,0.7,0.3,-13.9,2.3,-10.0
Cc1ccc(C(=O)C(OC(=O)CN2C(=O)c3ccccc3C2=O)c2ccccc2)cc1 (configuration not stated),12.4,8.2,21.7,16.4,-0.1,0.5,4.5,-9.8,-1.1
O=C(CS(=O)c1ccccc1[N+](=O)[O-])Oc1ccc(Br)cc1 (configuration not stated),6.7,26.2,1.3,11.1,-0.4,-1.7,-6.3,-2.9,-0.3
CC(C)c1nnc(NC(=O)CCC(=O)N2CCN(Cc3ccccc3)CC2)s1,19.0,8.7,12.9,-2.8,0.6,0.7,14.1,2.3,3.8[fluorescence artefact?]
CCc1ccc2[nH]c(=O)c(C(c3nnnn3CC3CCCO3)N3CCN4CCCC4C3)cc2c1 (configuration not stated),11.8,27.8,-2.5,22.6,0.4,-0.4,7.3,-2.0,-7.3
O=C(CSc1nc(-c2ccccc2)c(-c2ccccc2)[nH]1)N1CCN(S(=O)(=O)c2ccccc2)CC1,5.0,60.0,11.7,17.6,-0.6,-0.3,-1.9,1.9,5.1
O=CNCCCc1nc2ccccc2n1Cc1ccccc1,7.1,53.5,12.1,11.5,0.0,-0.8,10.7,2.4,-7.3[fluorescence artefact?]
Cc1nc(C)n(C(=O)N(c2ccccc2)c2ccccc2)n1,6.0,2.2,-9.8,13.4,0.0,-1.8,-11.7,6.1,2.6
Cc1cc(NC(=O)CCC(=O)N(c2cccnc2)C(C(=O)NC2CCCC2)c2ccccc2)no1 (configuration not stated),13.5,-9.0,8.8,3.2,0.3,-0.4,6.6,-4.9,12.3[fluorescence artefact?]
COc1ccccc1N1CCN(C(CNC(=O)c2ccco2)c2cccnc2)CC1 (configuration not stated),10.1,23.2,17.1,9.7,0.3,2.3,-5.3,-2.7,4.7
COc1ccc(CCNC(=O)COC(=O)c2cnc(C)cn2)cc1,7.4,1.9,17.7,23.8,0.4,0.7,-13.3,-5.0,-5.6[fluorescence artefact?]
CCCOc1ccccc1C1C(C(=O)OC)=CN(C(C)C)C=C1C(=O)OC,6.2,-13.6,28.2,-14.0,-1.4,-3.2,-17.8,-1.1,-15.1
S=C(NCCc1ccccc1)NCc1ccccc1Cl,12.2,76.7*,-12.6,-1.5,-0.5,-1.9,0.7,-3.5,-23.6[fluorescence artefact?]
COc1ccccc1CCC(=O)Nc1ccc(C)cc1Cl,8.6,-4.5,-1.1,11.3,0.0,-2.8,-11.5,4.7,-15.3
CCC(=O)NC(=S)Nc1ccc(NC(=O)COc2ccc([N+](=O)[O-])cc2)cc1,3.0,-13.0,-44.7,4.3,1.7,0.3,6.2,-2.4,-9.3
O=C(c1cccc(S(=O)(=O)Nc2ccccc2F)c1)N1CCN(c2ccccc2F)CC1,7.7,-1.6,9.9,14.3,-0.4,-0.9,8.4,2.1,-2.5
Cn1cccc1CC(=O)NNC(=O)Nc1cccc(Cl)c1,3.0,7.6,-12.7,4.9,0.3,0.6,26.8,0.9,-3.3
Cc1ccnc(NC(=O)c2ccc(Cl)c(NC(=O)C(C)Oc3ccccc3)c2)c1 (configuration not stated),6.8,-7.1,26.5,11.8,-0.1,-0.8,-20.5,1.4,-3.6
O=C(C1=C[C@@H]2[C@H]3C(=O)N(c4cccc(Cl)c4)C(=O)[C@H]3[C@@H](C(=O)c3ccc(Cl)cc3)N2C=C1)c1ccccc1,6.2,-1.0,13.4,19.4,0.9,2.2,0.6,-0.1,-19.8
CCN(CC)C(=O)C[n+]1ccc(C(N)=O)cc1,6.9,8.3,21.9,1.9,0.7,1.4,-20.9,2.5,-0.2
CC(=O)O[C@@H]1C[C@H]2C(C)(C)C(=O)C=C[C@]2(C)[C@H]2CC[C@@]3(C)[C@H](c4ccoc4)OC(=O)[C@H]4O[C@]43[C@@]21C,9.6,-26.6,12.7,-2.8,4.3,10.1,-27.5,-0.5,-12.6[fluorescence artefact?]
CCCCN(CC)Cc1c(C)[nH]c2ccccc2c1=O,x,1.4,-11.6,2.5,0.4,-0.5,-2.5,2.0,5.9
O=C(c1ccc(N2CCCCS2(=O)=O)cc1)N1CCN(c2ccc(N3CCOCC3)nn2)CC1,x,1.6,5.1,-1.7,0.2,0.3,15.9,-3.2,4.8

# Next section:
SMILES,PGE2 EP2 inh,CHOP inh,EP2 mod,PPC-1+TRAIL kill,TRPML3 agonist,TRPN1 ag,NPY1 pot ag,NPY Y1 blocker,14-3-3 Bad PPI
NNC(=O)c1ccc(CN2CCCCC2)o1,3.1,8.9,-10.1,-16.0,0.6,1.6,8.9,3.9,-7.9
CC1CCCC(NCC(=O)Nc2ccc(C(N)=O)cc2)C1C (configuration not stated),5.7,27.6,-31.1,10.6,0.2,-0.4,7.8,7.0,-6.0
S=C(Nc1ccc(Br)cc1Cl)NC1CCN(Cc2ccccc2)CC1,9.1,44.6,-56.6,18.4,1.8,4.8,-0.8,-1.3,-13.8
Cc1cc([N+](=O)[O-])nn1CC(=O)Nc1sc2c(c1C(N)=O)CCCC2,8.7,16.2,8.1,3.9,1.0,0.5,4.8,-4.6,-10.4
CCOC(=O)N1CCc2c(sc(NC(=O)c3ccc(Cl)s3)c2C(N)=O)C1,16.1,15.6,-46.2,12.1,0.4,1.0,22.3,-7.8,-3.1
COc1cccc(-c2ccc(SCC(=O)N3CCc4ccccc43)nn2)c1,8.9,-7.7,-16.7,-3.0,1.0,-0.9,-0.6,3.0,6.8
O=c1[nH]c2ccccc2n1Cc1ccc(Cl)cc1,7.5,45.7,8.1,-5.1,0.4,-0.8,0.3,5.6,1.7[fluorescence artefact?]
O=S(=O)(NCC(c1cccnc1)N1CCN(c2ccc(F)cc2)CC1)c1ccccc1 (configuration not stated),8.1,x,x,x,0.7,-1.6,-22.2,8.4,x
COCCCNC(=S)N/N=C/c1ccc(OC)cc1,18.2,4.6,-26.1,-12.5,0.0,0.2,11.5,x,-8.1
COc1ccc(CCNS(=O)(=O)c2cc(C(=O)O)c(Cl)cc2Cl)cc1,5.6,36.3,-31.1,-3.0,0.7,1.5,6.4,2.2,2.6
O=C(N/N=C/c1ccccn1)c1ccc([N+](=O)[O-])cc1,6.2,-16.0,-31.5,12.1,0.4,-0.4,-9.9,-0.9,-12.5
NC(=O)COc1ccc(Cc2ncc(C(F)(F)F)cc2Cl)cc1,6.2,-0.8,-22.6,5.7,0.1,-2.4,-8.6,-1.8,-2.9
CN(C)/N=C/c1ccc(Sc2ccccc2[N+](=O)[O-])o1,6.3,12.9,-1.5,12.1,0.1,-1.9,-6.3,-7.1,-8.7
CC(=O)Oc1c(C)cc(Cl)cc1C(=O)Nc1ccc([N+](=O)[O-])cc1Cl,7.5,92.4*,-7.2,39.2,8.5,26.1*,-49.4,16.2,10.2[fluorescence artefact?]
CC(Oc1ccc(Cl)cc1Cl)C(=O)NCCC1=CCCCC1 (configuration not stated),7.3,90.3*,50.5,20.2,0.6,-1.6,-3.4,9.2,1.9
O=C(NCCCN1CCCC1=O)c1cncc(Br)c1,13.9,11.6,-2.2,29.7,0.1,-0.3,7.1,3.4,2.3
Cc1nc(NS(=O)(=O)c2ccccc2)sc1C(C)(C)C,4.6,-3.9,-0.8,18.8,-1.3,-2.8,-0.3,-1.7,14.8[fluorescence artefact?]
COCCOc1ccc(C(F)(F)F)cc1NC(=O)c1ccc(C)cc1,4.8,27.2,-9.2,5.8,0.9,-0.6,-24.2,3.5,-8.0
Cc1cccc(CN2CCN(c3ccccn3)CC2)c1,3.8,x,x,x,1.2,0.1,-8.1,0.5,x
O=c1c(Cl)c(Cl)cnn1Cc1ccc(F)cc1,15.2,-99.5,-8.4,7.9,-1.0,-0.8,28.7,-3.7,2.1
O=C(O)CC12CC3CC(C1)CC(n1ncc(N4CCC5(CC4)OCCO5)c(Cl)c1=O)(C3)C2,15.0,4.4,4.2,9.3,0.9,0.2,32.0,x,3.1
O=C(NCCCc1ccccc1)c1ccccc1O,6.9,17.8,-33.1,9.2,1.4,4.0,22.8,5.2,10.4
Cc1ccccc1CS(=O)(=O)CCC(=O)O,4.0,4.5,25.1,-0.5,0.8,0.3,8.4,-2.6,-2.1
C/C(Cn1nc([N+](=O)[O-])cc1C)=N\NC(=O)COc1c(Cl)cc(Cl)cc1Cl,4.9,-4.2,-6.4,30.4,-0.6,-0.3,0.7,-1.5,11.4
COc1ccc([N+](=O)[O-])cc1N(CC(=O)NCCCOC(C)C)S(C)(=O)=O,7.7,8.1,1.9,2.0,1.5,0.5,1.6,-4.3,7.1

# Reformatted with two lines to a compound: entries from further up.
# The line under a structure holds: PGE2 EP2 inh	CHOP inh	EP2 mod	PPC-1+TRAIL kill	TRPML3 agonist	TRPN1 ag	NPY1 pot ag	NPY Y1 blocker	14-3-3 Bad PPI
Cc1cc([N+](=O)[O-])nn1CC(=O)Nc1sc2c(c1C(N)=O)CCCC2
    8.7	16.2	8.1	3.9	1.0	0.5	4.8	-4.6	-10.4
CCOC(=O)N1CCc2c(sc(NC(=O)c3ccc(Cl)s3)c2C(N)=O)C1
    16.1	15.6	-46.2	12.1	0.4	1.0	22.3	-7.8	-3.1

# Next part
SMILES,PGE2 EP2 inh,CHOP inh,EP2 mod,PPC-1+TRAIL kill,TRPML3 agonist,TRPN1 ag,NPY1 pot ag,NPY Y1 blocker,14-3-3 Bad PPI
O=C(O)c1ccc(-n2ccnc2)c([N+](=O)[O-])c1,3.2,8.0,34.0,3.5,0.6,-0.5,-3.6,1.3,30.2[fluorescence artefact?]
C/C(=N\NC(=O)C1CC1)c1ccc(Cl)c(Cl)c1,22.2,-16.5,-17.0,9.2,0.7,0.3,-25.5,1.7,12.7
CCOC(=O)Cc1nc2ccccc2n(CC#N)c1=O,2.5,-4.3,11.0,16.6,0.1,-0.6,-10.9,-1.1,-17.9
COc1ccc(/C=N/NC(=O)c2cccc([N+](=O)[O-])c2)cc1OC(=O)c1ccccc1,9.3,29.9,26.9,18.9,-0.7,-1.1,-13.6,3.5,8.0
CC(=O)Nc1ccc(/C=C(\C#N)C(=O)NCc2ccccc2)cc1,4.4,-23.3,-19.7,12.1,0.2,2.5,-6.7,3.3,-1.1
CCc1ccc(/C=N/N2CCN(c3ccccn3)CC2)cc1,10.6,-9.3,18.4,-15.5,0.9,-0.1,6.4,x,-5.1

# Screens as filed in PubChem.
